High-throughput results from PubChem BioAssay.
Lamin A splicing = qHTS Assay for Modulators of Lamin A Splicing. HeLa LMNA splicing GFP/RFP minigene ratio, 48 h. 0.01% of 200,000 active. Potency, µM (series often up to 46.1 µM), for inactives: top-dose ratio change, negative = inhibition, hits mostly inhibitors; active = well fitted inhibition curve with a large enough effect in the signal ratio, with a control signal flat, not every such curve was filed as active; inconclusive = small, poorly fitted or top-dose-only effect, or effect the other way, or a change in a side signal; the % refers to the signal ratio; also: % is scaled to controls: 0 for no effect and ±100 for the full control effect
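S3 HeLa cells stably expressing lamin A-EGFP splicing minigene plus DsRed2, 600 cells/well, 48 h compound exposure at 37C. Laser-scanning cytometry; analysed as GFP (500-530 nm)/RFP (575-640 nm) total intensity ratio; 0.5% DMSO vehicle.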
RECQ1 inh = qHTS Assay for Inhibitors of RecQ-Like Dna Helicase 1 (RECQ1). ATP-dependent DNA helicase Q1 (Homo sapiens), P46063. RECQ1 DNA unwinding, red fluorescence kinetic read. Potency, µM (highest dose often 57.3 µM), for the others: at the highest dose activity, negative = inhibition, actives largely listed as inhibitors. 0.54% of 240,000 active. AID 2549, 2010;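 also: plate controls were vehicle for no effect and no enzyme for full effect; nearly all actives have a fitted effect of over 30% in size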
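50 nM RECQ1T1 preincubated 15 min with compound in Tris pH 8.0 buffer with MgCl2, DTT, Tween-20 and 2.5 ug/ml poly(dI-dC); started with 200 nM TAMRA/BHQ-2 forked duplex and 2 mM ATP. Unwinding read as fluorescence (525/598 nm), two reads 2 h apart.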
RGS12 GoLoco inh = qHTS Assay for Inhibitors of RGS12 GoLoco Motif Activity (Red Fluorophore); Guanine nucleotide-binding protein G(i) subunit alpha-1 (Homo sapiens), P63096; Gai1:RGS12 GoLoco peptide FP, rhodamine, 10 min; Potency, µM (top dose mostly 61.6 µM), inactives show at the top dose activity, negative = inhibition, most hits filed as inhibitors; 0.44% of 230,000 active; AID 880, 2007; active = well fitted inhibition curve with a large enough effect, not every such curve was filed as active; inactive = no such curve, though single readings can be large or run the other way; also: % is scaled to controls: 0 for no effect and ±100 for the full control effect; nearly all actives have a fitted effect of over 30% in size; many of its hits are not listed in these tables
ALDH1A1 block = qHTS Assay for Inhibitors of Aldehyde Dehydrogenase 1 (ALDH1A1) | Purified ALDH1A1, NADH fluorescence, propionaldehyde substrate | Potency, µM (top dose mostly 75.3 µM), for inactives: top-dose activity, negative = inhibition, actives largely listed as inhibitors | 7.3% of 220,000 active; active = well fitted inhibition curve with a large enough effect, not every such curve was filed as active; inconclusive = small, poorly fitted or top-dose-only effect, or another doubt; inactive = no such curve, though single readings can be large or run the other way;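 also: plate controls were no enzyme wells and a reference inhibitor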
Target sequence (P00352 whole entry, looked up): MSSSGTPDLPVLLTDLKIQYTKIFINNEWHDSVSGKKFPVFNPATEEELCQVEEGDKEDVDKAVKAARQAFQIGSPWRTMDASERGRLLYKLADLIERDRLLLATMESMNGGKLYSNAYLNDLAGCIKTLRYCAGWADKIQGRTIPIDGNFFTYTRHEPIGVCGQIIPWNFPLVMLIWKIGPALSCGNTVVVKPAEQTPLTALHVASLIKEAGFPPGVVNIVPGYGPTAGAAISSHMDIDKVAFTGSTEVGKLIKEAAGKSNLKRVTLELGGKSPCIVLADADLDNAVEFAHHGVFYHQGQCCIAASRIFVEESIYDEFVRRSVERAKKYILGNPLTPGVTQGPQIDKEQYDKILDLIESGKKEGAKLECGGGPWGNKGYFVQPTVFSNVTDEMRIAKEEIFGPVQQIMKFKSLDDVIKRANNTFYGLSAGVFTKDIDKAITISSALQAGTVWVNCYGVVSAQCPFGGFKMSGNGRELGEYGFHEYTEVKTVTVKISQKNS
SMN2 splice enh = qHTS Assay for Enhancers of SMN2 Splice Variant Expression | 2.8% of 210,000 active | Potency, µM (series often up to 46.1 µM), without a hit: top-dose activity change, positive = activation, hits mostly activators | AID 1458, 2008 | HEK293 SMN2-luciferase splicing reporter, luminescence, 30-36 h; also: % of control where 0% means no effect; nearly all actives have a fitted effect of over 55% in size
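HEK293 cells carry an SMN2 minigene-luciferase reporter in which exon 7 inclusion puts luciferase in frame. Cells were seeded at 2000 cells/well, attached for 10-12 hours, then exposed to compounds for 30-36 hours at 37C before ONE-Glo luminescence.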
TR SRC2 fluor cs = Total Fluorescence Counterscreen for Inhibitors of the Interaction of Thyroid Hormone Receptor and Steroid Receptor Coregulator 2; TRb/SRC2 Texas Red total fluorescence interference; Potency, µM (titrated, usually from 106 µM), for the others: at the top dose fluorescence change, negative = quenching; 0.29% of 280,000 active; active = well fitted curve in either direction with a large enough effect; inconclusive = small, poorly fitted or top-dose-only effect; also: % is scaled to controls: 0 for no effect and ±100 for the full control effect
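Flags fluorescent or light-absorbing compounds by total fluorescence, S + 2P, at 555 nm excitation and 632 nm emission. Mixture: 20 nM Texas Red SRC2 peptide, 0.6 uM human TRb LBD, 1 uM T3, 5% DMSO; compound exposure 5 h at ambient temperature.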
TRb-SRC2 inh = qHTS for Inhibitors of the Interaction of Thyroid Hormone Receptor and Steroid Receptor Coregulator 2; Thyroid hormone receptor beta (Homo sapiens), P10828; TRbeta-SRC2 peptide binding, fluorescence polarization; receptor liganded with 1 µM T3; Potency, µM (doses to about 106 µM), without a hit: at the top dose activity change, negative = inhibition, most hits filed as inhibitors; 0.065% of 280,000 active; AID 1469, 2008;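 also: plate controls were bound peptide for no effect and peptide without receptor for full effect; nearly all actives have a fitted effect of over 50% in size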
Target sequence (P10828 whole entry, looked up): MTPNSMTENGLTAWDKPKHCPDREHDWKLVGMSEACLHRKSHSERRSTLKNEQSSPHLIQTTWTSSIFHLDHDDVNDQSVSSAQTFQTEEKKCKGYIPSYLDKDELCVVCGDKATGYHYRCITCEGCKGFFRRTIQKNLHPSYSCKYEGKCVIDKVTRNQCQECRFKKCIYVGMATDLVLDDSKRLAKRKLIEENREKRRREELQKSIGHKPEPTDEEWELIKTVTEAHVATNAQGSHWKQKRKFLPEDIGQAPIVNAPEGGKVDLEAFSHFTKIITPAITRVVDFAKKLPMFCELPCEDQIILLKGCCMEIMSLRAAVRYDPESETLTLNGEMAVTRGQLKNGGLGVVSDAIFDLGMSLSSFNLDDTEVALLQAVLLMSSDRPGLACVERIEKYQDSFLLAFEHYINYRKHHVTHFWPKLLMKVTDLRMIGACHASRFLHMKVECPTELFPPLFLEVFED
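Polarization signal, normalized between peptide-alone and full complex controls, measured compound effects on T3-liganded human TRb LBD (0.6 uM) binding 20 nM Texas Red SRC2 peptide after 5 hr.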
KDM4E inh = qHTS Assay for Inhibitors of Human Jumonji Domain Containing 2E (JMJD2E); Lysine-specific demethylase 4E (Homo sapiens), B2RXH2; JMJD2E catalytic domain, FDH-coupled NADH fluorescence (FDH is formaldehyde dehydrogenase); Potency, µM (top dose mostly 57.1 µM), inactives show at the highest dose activity change, negative = inhibition, hits mostly inhibitors; 1.6% of 230,000 active; active = well fitted inhibition curve with a large enough effect, not every such curve was filed as active; inconclusive = small, poorly fitted or top-dose-only effect, or another doubt; inactive = no such curve, though single readings can be large or run the other way;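 also: 0% = wells with enzyme and -100% = buffer wells without enzyme; nearly all actives have a fitted effect of over 50% in size; many of its hits are not listed in these tables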
An asterisk follows results filed as active; i = inactive; ? = inconclusive; . = no result given; & = joins results of further samples; [ ] = remark or other dose. Unless noted, calls follow the shape of the dose curve; as a rule, active = well fitted curve in the direction sought with a large enough effect; inconclusive = small, poorly fitted or top-dose-only effect, or another doubt; inactive = no such curve, though single readings can be large; an effect the other way counts as inactive or inconclusive. Potency is read from the fitted curve at half-maximal effect. These rows are one share of the data; the hit share may differ from the screen's.

SMILES	Lamin A splicing	RECQ1 inh	RGS12 GoLoco inh	ALDH1A1 block	SMN2 splice enh	TR SRC2 fluor cs	TRb-SRC2 inh	KDM4E inh
Nc1c(C(=O)NCc2ccco2)c2nc3ccccc3nc2n1CCN1CCCCC1	?	-18%	253%[activator]	?	9%	7%	-4%	?
COC(=O)C(O)(c1ccc2c(c1)CCCN2)C(F)(F)F (stereo unspecified)	-7%	-7%	1%	4%	13%	-2%	-7%	-1%
Cc1ccccc1-n1c(O)c(/C=N/Nc2nc3c(c(=O)n(C)c(=O)n3C)n2C)c(=O)[nH]c1=S	1%	-12%	33%[activator]	13µM*	2%	0%[53 µM]	1%[53 µM]	?
S=C1CN=C(c2ccccc2Cl)c2cc(Cl)ccc2N1	-6%	-4%	6%	1%	-50%[inhibitor]	1%	7%	-1%
C(=C\c1ccccc1)/CN1CCN(Cc2ccc3c(c2)OCCO3)CC1	4%	-20%	-1%	-2%	?	2%	-25%	-16%
CCCNS(=O)(=O)c1ccc(OCC(=O)N2CCN(Cc3ccc4c(c3)OCO4)CC2)cc1	?	-6%	8%	-1%	-97%[inhibitor]	-2%	-7%	2%
CC(C)(N)Cc1ccc(Cl)cc1	-8%	.	0%	.	.	1%	9%	.
CC(C)C(C)(NC(=O)c1cccn(Cc2ccc3c(c2)OC(F)(F)O3)c1=O)C(N)=O (stereo unspecified)	2%[46 µM]	-16%	7%	?	3%	1%	-12%	?
COc1ccc(-n2c(O)c(C=NCCN(C)C)c(=O)[nH]c2=O)cc1	.	-3%	6%	.	.	0%	0%	3%
CC(C)(C)n1cccc1/C=C1\C(=O)NC(=O)N(c2ccccc2)C1=O	0%	0%	9%	1.4µM*	-22%	0%	-7%	4%
O=C(O)C1CSC(c2cccnc2)N1 (stereo unspecified)	10%	-1%	-8%	?	-4%	-5%	3%	-6%
Cn1c(O)c(C=Nc2ccc(Cl)cc2)c(=O)n(C)c1=O	3%	i	1%	?	-14%	1%	6%	-22%
CC(=O)OC1C2CCC3C1(CC(O)[C@@]1(O)[C@@H](CC(O)C1(C)C)[C@]3(C)O)C[C@@]2(C)O (stereo partly specified)	.	i	25µM*	11%	-6%	0%	4%	9%
COc1cc2[nH]c(=O)n(-c3cccc(Cl)c3)c(=O)c2cc1OC	4%	-7%	10%	?	?	0%	-9%	?
CCOc1cc(-c2ccc(N)c(OCC)c2)ccc1N	-1%	1%	45%[activator]	?	-8%	-1%	-9%	?
O=C1NC(=O)[C@]2(Cc3ccccc3N3CCN(c4ccccc4)CC32)C(=O)N1Cc1ccccc1 (stereo partly specified)	4%	-8%	8%	22µM*	-19%	-1%	11%	-11%
Cc1cc(/C=C2/C(=O)NC(=O)N(Cc3ccco3)C2=O)c(C)n1-c1ccccc1	4%	28µM*	120%[activator]	8.9µM*	-28%	-1%	13%	-8%
CC(C)n1c(=O)c(C=Nc2ccc(Br)cc2)c(O)n(Cc2ccco2)c1=O	6%	?	157%[activator]	14µM*	-20%	-2%	5%	?
OC1CCCCC1N1CCC(c2ccccc2)CC1 (stereo unspecified)	?	1%&-2%&-4%	4%&-1%&10%	?	-34%&-8%&-32%[inhibitor]	0%&0%&-1%	0%&-8%&4%	3%&-2%&7%
CC1(C)N([O-])[N+](=O)C1(C)Br (stereo unspecified)	.	-7%	-12%	11µM*	-7%	0%	-3%	2%
COc1ccc(C=O)cc1O	-4%	-1%	-3%	?	-1%	-1%	-9%	11%
Cc1c(NP(=O)(C(C)(C)C)C(C)(C)C)c(=O)n(-c2ccccc2)n1C	-2%[46 µM]	-9%	1%	6%	21%	-2%	1%	3%
NCCNCCNCCNCCN	?	-3%	0%&3%	32µM*	-7%	2%[201 µM]	4%[201 µM]	.
CCOC(=O)C1CCN(Cc2coc3ccc(Cl)cc3c2=O)CC1	-10%	i	-9%	?	16%	-5%	-13%	?
O=C1CN=C(c2ccccc2)c2ccccc2N1Cc1ccc(C(F)(F)F)cc1	-15%	-4%	6%	12%	-27%	1%	2%	2%
Cc1nccc2c1[nH]c1ccccc12	-3%&11%&-11%	10%	3%	?	20%	-1%	2%	?
CCOP(=O)(C#Cc1ccccc1)C(O)c1ccc(Br)cc1 (stereo unspecified)	.	-8%	3%	.	.	-1%	-3%	2%
NC(=O)c1cc([N+](=O)[O-])cc([N+](=O)[O-])c1	8%	-8%	0%	-5%	-37%[inhibitor]	-1%	6%	-9%
C/C=C(/C)C(=O)O[C@H]1C(C)=C2[C@H]([C@@H]1OC(=O)CCCCCCC)[C@@](C)(OC(C)=O)C[C@H](OC(=O)CCC)[C@@]1(O)[C@H]2OC(=O)[C@@]1(C)O	.	-5%&-18%	-11%&0%	-13%&-4%	-7%	-1%&1%	-1%&11%	.
CN1C(=O)CC(c2ccccc2)Nc2ccccc21 (stereo unspecified)	.	11%	-9%	.	.	0%	-1%	-9%
Cc1ccccc1Cc1c(C)nc2nc(SCC(=O)N3CCC4(CC3)OCCO4)nn2c1C	3%	-4%	6%	2%	12%	-1%	-11%	-11%
O=c1[nH]c(=O)n(Cc2ccccc2)c(O)c1C=NCCN1CCNCC1	5%	4%	-9%	16µM*	11%	-4%	-4%	-2%
CN1C(=O)C(=Cc2ccc(N3CCOCC3)c([N+](=O)[O-])c2)C(=O)N(C)C1=O	6%[9.22 µM]	20%	-16%	?	-6%	0%	4%	?
COCCN(Cc1ccccc1)P(=O)(O)c1ccccc1OCC(=O)O	-4%	i	3%	16%	?	-1%	-15%	2%
COc1ccc2nc(/N=C/c3c(O)n(-c4cccc(Cl)c4)c(=O)[nH]c3=O)sc2c1	11%	i	6%	-1%	15%	-1%	7%	1%
O=C(CSC1c2ccccc2-c2ccccc21)N/N=C/c1ccccc1C(=O)O	?	i	-7%	1%	2%	-1%	-13%	-13%
O=C(c1cccc(C(F)(F)F)c1)C1CCCN(Cc2ncc[nH]2)C1 (stereo unspecified)	.	i	0%	?	.	-1%[53 µM]	-11%[53 µM]	0%
c1ccc2c(CN3CCN(C4CCCCC4)CC3)c[nH]c2c1	1%	i	9%	?	0%	-4%	0%	2%
Cc1cccc(C(=O)OCc2cc3ccccc3[nH]c2=O)c1	6%	-2%	3%	-7%	9%	1%	-3%	?
Cc1cc(NC(=O)COC(=O)c2c(C)nn(Cc3ccccc3)c2Cl)no1	-13%	-4%	3%	3%	-61%[inhibitor]	0%	-4%	1%
NC(=O)CN1CCCC1=O	?	-5%	9%	-2%	-19%	-3%	10%	-1%
Cc1cc(/C=C2\C(=O)NC(=O)N(c3ccc(F)cc3)C2=O)c(C)n1-c1ccc(C(=O)O)cc1	.	i	27%	7.9µM*	.	1%	4%	-5%
Cc1ccc(N2C(=O)CC(=O)NC2=O)cc1	-1%	-3%	-4%	9%	-13%	0%	-8%	-1%
Cc1cccn2c(=O)c3c(nc12)N1CCCCC1C1(C3)C(=O)N(C)C(=O)N(C)C1=O (stereo unspecified)	.	3%	112%[activator]	-5%	.	-4%	-9%	?
COc1cc(C=C2C(=O)NC(=O)NC2=O)ccc1O	.	i	-1%	19µM*	.	-1%	3%	-7%
Cc1ccc(N2C(=O)NC(=O)/C(=C\c3ccc([N+](=O)[O-])o3)C2=O)cc1	8%[46 µM]	?	194%[activator]	?	-1%	19%	16%	-9%
Cc1cccc(N)c1C	.	-2%	2%	-5%	17%	0%	4%	.
COc1ccc(S(=O)(=O)N2CC3CC(C2)c2cccc(=O)n2C3)cc1 (stereo unspecified)	3%[46 µM]	5%	9%	-9%	.	-1%	-1%	-19%
CC(C)(C)NC[C@H](O)COc1cccc2[nH]c(C#N)cc12	.	i	12%	5%	2%	2%	4%	.
O=C(O)CC[N+](=O)[O-]	?	i	8%&-16%	2%&5%	-7%&-19%	-3%&-4%	6%&6%	4%&-21%
O=S(=O)(c1ccc(F)cc1)N1CCCCC1c1cccnc1 (stereo unspecified)	12%[46 µM]	1%	11%	.	.	1%	-1%	4%
O=C(O)c1cn(Cc2ccccc2)nc1-c1ccccc1	1%[46 µM]	-5%	6%	2%	-11%	-3%	2%	-2%
CC1=C2C(=O)C3C(CC=C4CC(OC5OC(O)C(O)C(O)C5CO)CCC43C)C2CCC12OC1CC(C)CNC1C2C (stereo unspecified)	.	-2%	7%	.	.	-3%	-8%	-1%
COc1ccccc1OCC#CCN1CCCCCC1	.	i	-5%	28µM*	10%	3%	5%	0%
CC(=O)N1CC(=O)Nc2ccc(Cl)cc2C1c1ccc(F)cc1 (stereo unspecified)	11%	-1%	16%	14%	-5%	1%	2%	5%
O=c1c2ccccc2nc(/C=C/c2ccc(O)cc2)n1-c1cccc(O)c1	.	-13%	20%	?	-22%	-3%	1%	?
CCCCCOc1c(OC)ccc2cc(C(=O)NCc3ccc4c(c3)OCO4)c(=O)[nH]c12	.	i	7%	?	.	1%	-3%	.
COc1cc(/C=N/NC(=O)CN2CCCCC2)ccc1OCc1ccccc1	6%	i	1%	22µM*	?	-3%	-2%	?
